Screens from PubChem.
TPT1 inhibitor: C. albicans TPT1 enzyme inhibition; recombinant caTPT1, FP RNA substrate dephosphorylation; inhibition, % at 5 µM; 300,000 compounds, 0.81% hits;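 active means inhibition above the mean of all tested compounds plus 3 SD, set per screening campaign, cut at about 24% in these data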;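 further: plate controls were DMSO alone for no effect and ferristatin control at 100 nM for full effect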
PP5 inh: inhibitors of human protein phosphatase 5 (PP5); P53041; purified PP5c, OMFP substrate fluorescence; inhibition, % at 6.7 µM; 320,000 compounds, 0.18% hits;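 active means inhibition above the campaign's mean inhibition across all tested compounds plus 3 SD, cut at about 9.5% in these data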;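 further: 0% = DMSO only and 100% = 100 µM cantharidin control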
Target sequence (P53041 whole entry, looked up): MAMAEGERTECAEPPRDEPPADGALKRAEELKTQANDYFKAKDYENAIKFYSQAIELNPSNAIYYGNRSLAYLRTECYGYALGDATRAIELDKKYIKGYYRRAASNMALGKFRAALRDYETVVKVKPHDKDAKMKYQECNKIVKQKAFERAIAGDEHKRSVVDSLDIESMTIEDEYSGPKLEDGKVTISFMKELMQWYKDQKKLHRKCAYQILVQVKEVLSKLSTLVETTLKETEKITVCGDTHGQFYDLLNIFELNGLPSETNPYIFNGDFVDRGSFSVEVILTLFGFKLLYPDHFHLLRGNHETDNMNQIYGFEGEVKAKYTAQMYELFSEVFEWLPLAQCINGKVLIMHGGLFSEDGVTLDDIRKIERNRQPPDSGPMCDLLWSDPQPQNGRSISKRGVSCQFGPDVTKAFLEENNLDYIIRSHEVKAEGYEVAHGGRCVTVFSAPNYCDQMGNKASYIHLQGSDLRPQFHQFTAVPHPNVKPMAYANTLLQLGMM
AHR activator: activates the human aryl hydrocarbon receptor; AHR-responsive luciferase reporter cells, luminescence; activation, % at 5 µM; 320,000 compounds, 2.5% hits; P35869; in the data active means activation above about 47%;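 further: 0% = vehicle wells and 100% = reference agonist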
CTSL1 counter: blocks F. hepatica cathepsin L1 in PFM18AAP counter-screen | recombinant F. hepatica cathepsin L1, Z-Leu-Arg-MCA fluorescence | inhibition, % at 5.96 µM | 300,000 compounds, 0.49% hits | AID 1906;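 active means inhibition above the mean of all tested compounds plus 3 SD, set per screening campaign, cut at about 17% in these data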;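 further: 0% = plate median of test compound wells and 100% = 1 µM Z-Phe-Ala-diazomethylketone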
PP1 inh: PP1-alpha (human) inhibition in PP5 counter-screen; P62136; purified PP1alpha, OMFP fluorescence; inhibition, % at 6.7 µM; 320,000 compounds, 0.9% hits; AID 2235;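 active means inhibition above the mean inhibition of all tested compounds plus 3 SD, computed separately for each screening campaign, cut at about 15% in these data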
proCasp7 act: activates human procaspase-7, counter-screen for procaspase-3 activators; P55210; recombinant procaspase-7, Ac-DEVD-pNA absorbance 405 nm; D23A/D198A/D206A triple mutant, cannot self-cleave; scale: DMSO 0, 5 µM enzyme 100; activation, % at 8.5 µM; 330,000 compounds, 0.093% hits; AID 463210;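 active means percent activation above the screen-wide mean plus 3 SD, cut at about 25% in these data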
Target sequence (P55210 whole entry D23A/D198A/D206A): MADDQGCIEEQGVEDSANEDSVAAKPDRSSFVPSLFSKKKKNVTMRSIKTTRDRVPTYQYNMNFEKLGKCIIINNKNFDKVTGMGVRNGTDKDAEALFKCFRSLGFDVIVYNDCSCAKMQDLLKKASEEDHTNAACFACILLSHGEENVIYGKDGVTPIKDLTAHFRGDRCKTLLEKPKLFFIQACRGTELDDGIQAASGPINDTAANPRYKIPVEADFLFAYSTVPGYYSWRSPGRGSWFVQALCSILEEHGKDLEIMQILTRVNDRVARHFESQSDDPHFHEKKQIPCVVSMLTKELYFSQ
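Assay system: Uncleavable procaspase-7 mutant enzyme; Input: 2 µM procaspase-7 mutant as dispensed; Also added: DEVD-pNA substrate; Medium: Zinc-free HEPES pH 7.4 with 300 mM NaCl, 0.01% Triton X-100; Timing: 1 h compound preincubation, 2 h substrate cleavage, 25 °C; Measured by: Epi-absorbance of released pNA at 405 nm, two timepoints.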
HCV core dimer: blocks dimerization of HCV core protein; 300,000 compounds, 0.33% hits; TR-FRET GST/Flag-core106 dimerization, 1536-well; AID 1899; inhibition, % at 5 µM;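 active means inhibition above the mean of all tested compounds plus 3 SD, set per screening campaign, cut at about 45% in these data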
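Assay system: GST-tagged and Flag-tagged HCV core protein residues 1-106 / Times: compound-protein-antibody incubation 4 h at 22.5 °C / Signal: time-resolved FRET, ex 340 nm, em 617 and 671 nm / Evaluation: % inhibition based on acceptor/donor emission ratio / Benchmarks: wells lacking GST-core106 and wells with excess unlabelled core106 / Repeats: singlicate, one well per compound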
PAFAH2 inh: PAFAH2 (human) inhibition; Q99487; recombinant PAFAH2, FP-rhodamine activity probe, fluorescence polarization; inhibition, % at 3.39 µM; 340,000 compounds, 0.99% hits; AID 492956;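 active means inhibition above the mean over all tested compounds plus 3 SD, cut at about 30% in these data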;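 further: inhibitors block probe labeling of enzyme so polarization drops; 0% = enzyme with DMSO and 100% = wells lacking PAFAH2 protein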
proCasp3 act: procaspase-3 (human) activation; recombinant procaspase-3 D3A, Ac-DEVD-pNA absorbance 405 nm; activation, % at 8.5 µM; 330,000 compounds, 0.11% hits;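 active means activation above the mean of all tested compounds plus 3 SD, cut at about 21% in these data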;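 further: 0% = DMSO alone and 100% = DMSO wells spiked with extra 5 µM PC-3 D3A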
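Assay system: Autoprocessing-dead procaspase-3 D3A mutant enzyme; also added: Ac-DEVD-pNA; doses: one concentration, 8.5 µM nominal, 0.8% DMSO; times: 1 h compound preincubation, 2 h substrate hydrolysis at 25 °C; technique: 405 nm absorbance of p-nitroaniline, reads at 0 and 120 min; measure: % activation between DMSO and enzyme-spiked controls; repeats: single replicate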
Numbers without * were called inactive; · = no result given.

Values run as follows: TPT1 inhibitor, PP5 inh, AHR activator, CTSL1 counter, PP1 inh, proCasp7 act, HCV core dimer, PAFAH2 inh, proCasp3 act
> COc1ccc(OC)c(NC(=O)c2c3c(nc4ccccc24)CCC3)c1
    0, -1.1, 15, -1, 1, 0, 4, 8, -3
> O=C(N/C(=C\c1ccc([N+](=O)[O-])cc1)C(=O)N1CCCCC1)c1ccco1
    4, 3.1, 1, 0, 0, 9, -3, 3, -7
> CC(=O)c1cccc(NC(=O)NCc2ccccn2)c1
    0, 2.6, 1, -2, 1, 2, 4, 0, -4
> COc1cc(C(=O)NCC2(N(C)C)CCCCC2)ccc1OCc1ccccc1
    2, 0.5, -2, 2, -3, 4, -11, 0, -2
> O=C(NCCc1ccccc1)C1CC(=O)N(C2CCCC2)C1 (stereo unspecified)
    -4, -0.8, 2, 1, -3, 7, -11, 7, -1
> O=C(Nc1ccccc1)Oc1cccc(Br)c1
    -2, -1.8, 9, -1, -2, 5, -2, 1, 3
> COc1ccc2c(c1)[C@H]1[C@H](CO2)[C@H](c2ccccc2)[C@]2(C)C(=O)Nc3cc(OC)c(OC)cc3C(=O)N12
    3, 0.9, -1, -2, 1, 4, 21, -2, -7
> COCCN1C(=O)N(c2cccc(OC)c2)C(=O)C1CC(=O)Nc1ccc(Cl)cc1 (stereo unspecified)
    0, 1.9, 2, 0, 1, 4, -1, 4, -4
> CCOC(=O)c1c(C)[nH]c(C)c1C(=O)COC(=O)Cc1ccc(OC)c(OC)c1
    ·, ·, 3, ·, ·, 14, ·, 0, 4
> CSc1nc2sc3c(c2c(=O)n1CC(C)C)CC(C)(C)OC3
    -2, 1.7, 0, -6, -2, 15, 2, ·, 2
> O=C(CCc1ccc(O)cc1)c1c(O)cc(O)cc1O[C@@H]1O[C@H](CO)[C@@H](O)[C@H](O)[C@H]1O
    0, -2.0, -1, 0, -3, -3, 10, -3, 2
> Cc1oc2ccc(O)cc2c1C(=O)OC(C)C
    3, -1.7, -3, -1, -4, 5, 0, 11, 4
> CSc1nc2sc3c(c2c(=O)n1C1CCCCC1)CCN(C)C3
    11, -12, 1, 7, 7, -8, 2, 4, -11
> Cn1c(CSc2ncccn2)nnc1SCC(=O)N1CCCc2ccccc21
    -1, 0.3, 0, -4, -3, 5, 0, 1, 1
> Cc1ccc(C(=O)N2CCCC(CCC(=O)N3CCN(c4ccccn4)CC3)C2)cn1 (stereo unspecified)
    1, 0.0, -2, 5, -2, 10, 8, 4, 10
> Cc1ccc2nc(-c3ccc(NC(=O)CN4C(=O)c5ccccc5C4=O)cc3)sc2c1
    1, 0.1, 8, -1, 3, -22, 5, -27, -8
> Cc1c(NC(=O)c2ccc([N+](=O)[O-])o2)cccc1-c1nc2ncccc2o1
    1, 1.4, -2, 0, -4, -1, -8, 1, -3
> CC1CCN(CCCNC(=O)Cn2ncc3c([nH]c4ccccc43)c2=O)CC1
    -2, 2.8, 4, 0, 0, 4, -7, 0, 3
> O=c1ccc(Oc2nc(N3CCOCC3)nc(N3CCOCC3)n2)nn1-c1ccccc1
    -3, 3.8, -2, 5, -4, -3, -3, -4, 4
> O=C(Cn1cc2c(n1)CCCC2)N1CCc2ccccc21
    -2, 0.7, 20, 1, -4, 9, -4, 3, 8
> CCOc1ccc(/C=C/C(=O)c2c(O)cc(C)oc2=O)cc1
    45*, 1.2, 83*, 4, -1, -24, -5, 2, -13
> COc1ccc2nc(-c3ccc(N)cc3)[nH]c2c1
    0, 1.6, 5, 16, -4, -2, -11, 8, -1
> COc1ccccc1OCc1nnc(SCC(=O)Nc2nnc(C3CC3)s2)n1C
    -1, -1.1, 0, 5, -2, 5, 1, 0, 8
> CCC(C)NC(=O)C1(C)CCC(=O)N1Cc1ccccc1OC (stereo unspecified)
    -2, 0.2, 1, 0, 3, 9, -5, 13, 16
> O=C1Nc2ccccc2C1(O)C/C(=N/O)c1ccccc1 (stereo unspecified)
    -2, -0.1, -1, -1, -1, 2, -1, 2, 0
> NC(=O)C1CCN(C2=C(Cl)C(=O)c3ccccc3C2=O)CC1
    -1, 7.2, 19, 24*, 0, -5, -14, 47*, -11
> COc1ccccc1CC(=O)Nc1ccc(S(=O)(=O)N2CCN(C)CC2)cc1
    2, 0.6, 2, -2, -4, 9, -4, 0, 1
> CSc1ccccc1NC(=O)CN(C)C(=O)c1ccc(-n2cccn2)cc1
    ·, -0.4, 2, ·, -2, -6, ·, -9, 0
> O=C(CCN1C(=O)C2C3C=CC(C4CC34)C2C1=O)OCC(=O)c1ccccc1 (stereo unspecified)
    -1, -2.0, 4, -4, 1, 4, -5, 8, 2
> Cc1cc(C)cc(C(=O)NC(CC(N)=O)c2ccc(NCCN3CCOCC3)c([N+](=O)[O-])c2)c1 (stereo unspecified)
    -2, -0.4, 1, 3, 0, -9, 1, 2, -6
> O=C1C=C(c2cccc(Cl)c2O)C[C@@H](c2ccc(Cl)cc2)C1
    ·, 1.9, 9, ·, 8, -3, ·, 8, -1
> O=c1[nH]nc(Cc2ccc(Cl)cc2Cl)c2ccccc12
    -6, 5.6, 2, 1, 3, -4, -3, -2, 10
> CCN(Cc1ccccc1)C(=O)CSc1n[nH]c(N)n1
    -2, -0.7, -1, 1, 0, 1, -10, 12, 4
> CC1(C)CC2(CC(c3ccc(F)cc3)c3ccc(O)cc3O2)NC(=S)N1 (stereo unspecified)
    -1, 3.6, -1, -4, -2, -13, 5, 1, 7
> Cc1nn(C)c(C)c1S(=O)(=O)N(CC(=O)Nc1nccs1)c1ccc(C(C)C)cc1
    -4, 3.8, 5, 0, -2, -6, 6, -2, 15
> COc1ccc(S(=O)(=O)NCCc2ccccc2)cc1OC
    -1, 1.1, 0, -2, -1, 6, 8, -4, 2
> COc1cc(C2CC(c3cccs3)=NN2C(=O)CCl)ccc1OC(F)F (stereo unspecified)
    3, 0.1, 2, 59*, -2, -31, 19, 6, -7
> O=C(C1COc2ccccc2O1)N1CCCC1 (stereo unspecified)
    -3, 2.2, -4, -1, 3, -2, -3, 0, 3
> CC(=O)N1CCN(C(=O)C(Cc2c[nH]c3ccccc23)NC(=O)c2ccccc2Cl)CC1 (stereo unspecified)
    1, 3.4, 12, 8, -2, -5, 1, 10, 7
> CCOC(=O)[C@@H]1[C@H]2COc3ccc(Br)cc3[C@@H]2N2C(=O)N(c3cccc(F)c3)C(=O)[C@]12C
    -4, 2.7, -5, -7, 2, -6, -3, 2, 1
> CN(C)c1ccc(NC(=O)c2ccc3c(c2)nnn3C)cc1
    0, -1.7, -11, 1, -2, 6, -21, 5, 2
> N#Cc1ccsc1NC(=O)COC(=O)CCS(=O)(=O)c1ccccc1
    ·, ·, 5, ·, ·, -4, ·, 10, 0
> CN(C(=O)COC(=O)c1cccnc1Nc1ccccc1F)C1CCS(=O)(=O)C1 (stereo unspecified)
    2, 0.5, 2, 1, -4, 0, 0, 6, 3
> N#CCCn1cc(C(=O)Nc2ccc([N+](=O)[O-])cc2)c(-c2cc3ccccc3o2)n1
    -3, 1.2, -6, -1, -1, 6, -6, -9, -2
> Cc1ccc(NC(=O)NC2=NN(c3ccccc3)C(=O)/C2=C2/CCCN2C)cc1
    -2, 2.2, 5, 6, 5, -16, -2, 6, -3
> COC(=O)c1ccc(COC(=O)c2cnc(Cl)c(Cl)c2)cc1
    -5, 1.2, 2, -3, 3, -4, 2, 2, -3
> Cc1ccc(SC(C)C(=O)NC2CC2)cc1 (stereo unspecified)
    2, 0.7, 25, -2, -1, 8, 2, 2, 8
> CCOc1cccc(-c2nn3c(-c4ccccn4)nnc3s2)c1
    4, 1.2, 0, 9, 16*, 5, 4, 5, 2
> O=C(NCc1ccccc1)C(c1ccccn1)N(C(=O)c1csnn1)c1ccccc1F (stereo unspecified)
    -1, -0.4, 2, 0, 0, 0, 8, -5, -6
> O=C(Nc1cccnc1)c1cccs1
    0, 1.4, 1, 0, -2, -1, 3, 4, 5
> CCn1nc(NC(=O)c2ccncc2)c2cc3ccccc3nc21
    -4, 1.2, 31, 2, -4, 4, -25, -7, -3
> CCOc1ccc(NC(=O)CCc2c(C)noc2C)cc1OC
    ·, 1.0, 4, ·, -5, -8, ·, -8, 1
> Cn1nc(C(=O)Nc2ccc(S(=O)(=O)N3CCCCC3)cc2)ccc1=O
    -5, -2.1, -1, -2, -2, -14, -1, 0, 2
> CCc1cc(C(=O)Cc2nc3ccccc3s2)c(O)cc1OCC(=O)O
    5, 0.4, 11, -2, -1, 5, -3, 3, 1

A portion taken from the entries so far:
Values run as follows: TPT1 inhibitor, PP5 inh, AHR activator, CTSL1 counter, PP1 inh, proCasp7 act, HCV core dimer, PAFAH2 inh, proCasp3 act
> NC(=O)C1CCN(C2=C(Cl)C(=O)c3ccccc3C2=O)CC1
    -1, 7.2, 19, 24*, 0, -5, -14, 47*, -11
> COc1ccccc1CC(=O)Nc1ccc(S(=O)(=O)N2CCN(C)CC2)cc1
    2, 0.6, 2, -2, -4, 9, -4, 0, 1
> CSc1ccccc1NC(=O)CN(C)C(=O)c1ccc(-n2cccn2)cc1
    ·, -0.4, 2, ·, -2, -6, ·, -9, 0
> O=C(CCN1C(=O)C2C3C=CC(C4CC34)C2C1=O)OCC(=O)c1ccccc1 (stereo unspecified)
    -1, -2.0, 4, -4, 1, 4, -5, 8, 2
> Cc1cc(C)cc(C(=O)NC(CC(N)=O)c2ccc(NCCN3CCOCC3)c([N+](=O)[O-])c2)c1 (stereo unspecified)
    -2, -0.4, 1, 3, 0, -9, 1, 2, -6
> O=C1C=C(c2cccc(Cl)c2O)C[C@@H](c2ccc(Cl)cc2)C1
    ·, 1.9, 9, ·, 8, -3, ·, 8, -1
